Bioassay records deposited in PubChem by National Center for Advancing Translational Sciences (NCATS).
aSyn yeast inh: alpha-synuclein toxicity inhibition in yeast; Yeast expressing alpha-synuclein, growth rescue, BacTiter-Glo, 24 h; actives 0.14% (n = 370,000); Potency, µM (titrated, usually from 46.1 µM), for the others: at the top dose growth rescue (activation), usual class: activators; also: potency is read from the fitted curve at half-maximal effect; % of control where 0% means no effect; nearly all actives have a fitted effect of over 65% in size
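Readout is rescue of growth in alpha-synuclein-expressing yeast, so inhibitors of toxicity appear as activators. Growth after 24 hr at 30 deg C in galactose medium is quantified by luminescence.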
GLP1R ag: agonists of human GLP-1 receptor. actives 0.007% (n = 380,000). P43220. HEK293 GLP-1R CRE-luciferase, luminescence, 4-6 h; cells express a hypersensitive GLP-1R form. AID 624172. Potency, µM (series often up to 45.6 µM), without a hit: top-dose activation, usual class: activators; also: potency is read from the fitted curve at half-maximal effect; % of control where 0% means no effect
FUS yeast rescue: FUS proteinopathy suppression in yeast. AID 1347120. actives 0.24% (n = 390,000). S. cerevisiae FUS-expressing, growth rescue, OD600, 24 h. Potency, µM (titrated, usually from 76.6 µM), for inactives: at the highest dose growth rescue (activation), hits mostly activators;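 also: potency is read from the fitted curve at half-maximal effect; plate controls were DMSO vehicle for no effect and reference control for full effect; nearly all actives have a fitted effect of over 55% in size; some results filed as inactive show a strong effect at the top dose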
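Compound concentration series was pinned onto galactose-induced FUS-expressing yeast seeded at OD 0.005. Plates sat 24hr at 30C; absorbance at 600 nm gave growth. DMSO served as background control.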
pAkt inh: blocks phosphorylation of Akt; Neuro2A IGF-stimulated pAkt S473 HTRF, 20 min; stronger effect = lower value; activity change, % for hits at 50 µM; actives 0.32% (n = 360,000); in the data active = activity change below about -80%; inconclusive = mostly about -51% to -80%; also: % is scaled to controls: 0 for no effect and ±100 for the full control effect
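Neuro2A cells (4,500/well, DMEM with 0.5% FBS) were treated with compound at a single 50 µM final concentration, stimulated with 6 nM IGF for 20 min at 37 °C, and lysed. Phospho-Akt Ser473 was read by HTRF as 665/615 ratio ×10^4.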
PTHR1 agonist: agonists of human PTHR1 parathyroid hormone receptor; Q03431; HEK293 GP2 PTHR1 cells, GloSensor cAMP luminescence, 1 h; Potency, µM (top dose mostly 115 µM), for the others: top-dose activation, hits mostly activators; actives 0.075% (n = 410,000); AID 743266; also: potency is read from the fitted curve at half-maximal effect; nearly all actives have a fitted effect of over 55% in size; some results filed as inactive show a strong effect at the top dose; inactives centre near -15; many of its hits are not listed in these tables
Target sequence (Q03431 whole entry, looked up): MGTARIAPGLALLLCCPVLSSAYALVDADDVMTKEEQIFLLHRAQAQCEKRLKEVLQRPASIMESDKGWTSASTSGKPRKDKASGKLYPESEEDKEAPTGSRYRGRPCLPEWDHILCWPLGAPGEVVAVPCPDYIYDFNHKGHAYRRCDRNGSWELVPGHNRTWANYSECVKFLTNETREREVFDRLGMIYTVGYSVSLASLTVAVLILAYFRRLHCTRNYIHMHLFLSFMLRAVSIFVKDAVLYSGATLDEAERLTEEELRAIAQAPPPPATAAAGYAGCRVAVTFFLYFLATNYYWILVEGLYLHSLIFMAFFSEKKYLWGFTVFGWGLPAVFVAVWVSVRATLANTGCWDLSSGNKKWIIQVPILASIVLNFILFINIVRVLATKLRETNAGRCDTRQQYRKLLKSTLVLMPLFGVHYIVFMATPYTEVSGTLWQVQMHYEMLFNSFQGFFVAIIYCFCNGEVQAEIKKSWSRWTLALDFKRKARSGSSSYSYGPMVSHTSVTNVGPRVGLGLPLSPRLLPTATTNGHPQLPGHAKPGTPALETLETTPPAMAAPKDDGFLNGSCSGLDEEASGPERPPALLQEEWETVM
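HEK-293-derived GP2 cells expressing PTHR1 and a GloSensor cAMP reporter, 3,000/well, plated overnight, given luciferin plus IBMX (each 0.5 mM as added) for 1 h at 37 °C, then compound for 1 h at 37 °C. Luminescence was read after 15 min at room temperature.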
DRD3 antagonist: D3 dopamine receptor (human) antagonism. actives 2.5% (n = 360,000). max response, negative = inhibition, %. P35462. D3R cells, DiscoveRx beta-arrestin luminescence, antagonist mode; stronger effect = lower value; in the data active = max response below about -50%; inconclusive = no clear call, values can overlap the other calls; also: % is scaled to controls: 0 for no effect and ±100 for the full control effect; mostly tested at two doses, the higher about 12 µM
Target sequence (P35462 whole entry, looked up): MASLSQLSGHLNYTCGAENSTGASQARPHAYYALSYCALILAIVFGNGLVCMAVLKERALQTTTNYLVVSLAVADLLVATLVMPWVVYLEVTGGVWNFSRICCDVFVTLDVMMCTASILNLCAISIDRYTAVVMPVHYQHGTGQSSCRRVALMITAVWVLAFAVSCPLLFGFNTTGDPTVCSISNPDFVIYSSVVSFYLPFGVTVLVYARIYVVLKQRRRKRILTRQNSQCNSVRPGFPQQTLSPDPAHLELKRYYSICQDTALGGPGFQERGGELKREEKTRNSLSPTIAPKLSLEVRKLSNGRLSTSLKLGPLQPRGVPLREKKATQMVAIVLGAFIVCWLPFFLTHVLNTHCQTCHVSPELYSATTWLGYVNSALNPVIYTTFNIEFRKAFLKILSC
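Cells plated overnight at 1500 cells/well, then exposed to library compounds with dopamine controls for 90 minutes at 37 degrees C. DiscoveRx reagent added for 30–60 minutes at room temperature; luminescence read, quantitative HTS format.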
GLP1R inv ag: GLP-1 receptor (human) inverse agonism; HEK293 GLP-1R CRE-luciferase, luminescence, 24 h; GLP-1R form is constitutively active; Potency, µM (doses to about 38.3 µM), for inactives: at the top dose activity change, negative = inhibition, actives largely listed as inhibitors; actives 1.6% (n = 410,000); also: potency is read from the fitted curve at half-maximal effect; % is scaled to controls: 0 for no effect and ±100 for the full control effect; nearly all actives have a fitted effect of over 55% in size
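HEK293 cells stably co-expressing a cAMP-responsive luciferase reporter and constitutively active GLP-1R were seeded, incubated 12 h, then exposed to compounds for 24 h at 37 C. Luminescence was read 12 min after detection reagent; inverse agonists lower signal.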
TDP43 rescue: inhibitors of TDP-43 toxicity in yeast; TDP-43 expressing yeast growth rescue, BacTiter-Glo, 24 h; Potency, µM (top dose mostly 46.1 µM), without a hit: at the top dose growth rescue (activation), usual class: activators; actives 1.8% (n = 410,000); also: potency is read from the fitted curve at half-maximal effect; % of control where 0% means no effect; nearly all actives have a fitted effect of over 50% in size
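In this qHTS, compounds that restore growth of yeast expressing TDP-43 appear as activators. Cells (OD600=0.02, galactose medium, raffinose-pregrown) are incubated with compound 24 hr at 30 deg C and growth is quantified by BacTiter-Glo.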
Abeta rescue: A-beta toxicity reversal in yeast; yeast expressing A-beta42, growth rescue, OD600, 48 h; response scale: 0% DMSO, 100% iron-clioquinol control; Potency, µM (highest dose often 46.1 µM), for the others: top-dose growth rescue, hits mostly activators; actives 0.063% (n = 410,000); AID 1347071; also: potency is read from the fitted curve at half-maximal effect; nearly all actives have a fitted effect of over 55% in size
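Yeast growth medium received pinned compounds, then yeast cells expressing toxic A-beta were added; plates incubated at 30 C for 48 hr. Growth read as absorbance at 600 nm, normalized to DMSO and equimolar FeCl3 plus clioquinol controls.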
* marks the source's active call; other numbers are inactive results; i = inactive; ? = inconclusive; · = no result given; & = joins results of further samples; [ ] = remark or other dose. Unless noted, calls follow the shape of the dose curve; as a rule, active = well fitted curve in the direction sought with a large enough effect; inconclusive = small, poorly fitted or top-dose-only effect, or another doubt; inactive = no such curve, though single readings can be large; an effect the other way counts as inactive or inconclusive. A portion of the library, so the mix of outcomes need not match the whole.

SMILES | aSyn yeast inh | GLP1R ag | FUS yeast rescue | pAkt inh | PTHR1 agonist | DRD3 antagonist | GLP1R inv ag | TDP43 rescue | Abeta rescue
CC(=O)C(Sc1ncnc2c1nnn2-c1ccc(F)cc1)C(=O)N(C)C (centres undefined) | -31%[inhibitor] | -22% | -10% | i | i | 26 | 5% | -9% | -5%
Cc1cccc(C)c1OCC(=O)Nc1ccc(Cl)cc1C(=O)c1ccccc1 | · | · | 8% | · | -5% | · | ? | 19% | -2%
COC(=O)C1=C(c2ccc3ccccc3c2)C[C@@H]2CC[C@H]1N2C(=O)NCCO | -7% | 1% | 5% | i | -27% | ? | 4% | -14% | 0%
O=C(COC(=O)Cc1ccccc1)Nc1ncc(Cl)cc1Cl | -1% | -6% | 6% | i | -5% | -17 | 9% | ? | -7%
O=C(CN1CCOCC1)c1ccc2cc[nH]c2c1 | -1% | 0% | -3% | i | i | -22 | 12% | 23% | -7%
CCCc1nc(SC)ncc1C(=O)Nc1ccc(Cl)cc1C(=O)c1ccccc1 | · | · | -13% | · | -28% | · | ? | -10% | -2%
CCN1CCCC(OC(=O)C(c2ccccc2)c2ccccc2)C1 (centres undefined) | -10% | 21% | -33% | i | 0% | -53* | -24% | ? | 11%
O=C(COc1ccc(Cl)cc1)N1CCN(Cc2ccccc2)CC1 | 2% | 2% | -24% | i | -23% | -20 | -21% | -10% | 24%
CC12CCCCC1=[N+]([O-])CN2O (centres undefined) | -11% | -8% | 1% | i | -1%[57.5 µM] | -62* | 5% | 6% | -7%
COC(=O)C1=C(c2ccc(OCc3ccccc3)cc2)C[C@@H]2CC[C@H]1N2C(=O)NCc1ccc([N+](=O)[O-])cc1 | -1% | -3% | ? | i | -13% | 4 | 16% | 21% | 9%
CC[C@H](C)[C@@H]1NC(=O)CNC(=O)c2csc(n2)[C@H](C(C)(C)O)OC(=O)C(C)(C)[C@H](CCCC(C)(Cl)Cl)OC(=O)c2csc1n2 | 22% | -5% | 23% | i | -1% | 57 | -37% | -1% | -55%[inhibitor]
CN1C(=O)NC(=O)C(C)(C2=CCCCC2)C1=O (centres undefined) | -4% | -2%&-1%&-2% | -46% | i | -9% | 0 | 3% | 0% | -29%
C1=C(c2c[nH]c3ccccc23)CCN(Cc2ccccc2)C1 | 11% | -4% | -36% | i | -45%[inhibitor] | -101* | ? | 0% | -8%
Cc1cc(C)c(C(=O)CN2CCOCC2)c(C)c1 | 14% | 0% | 1% | i | -4% | -24 | -11% | ? | 7%
c1cncc(C2Nc3cccc4cccc(c34)N2)c1 | -7% | -3% | 13% | i | i | -9 | 18% | 2% | -7%
CNc1cc(N2CCNCC2)ccc1[N+](=O)[O-] | -2% | -2% | -2% | i | i | -13 | 24% | 2% | -1%
COc1ccc(Oc2cc(NC(=O)c3nn(C)cc3[N+](=O)[O-])cc([N+](=O)[O-])c2)cc1 | -2% | 2% | · | i | -14% | ? | -22% | 9% | 25%
Nc1ccc2cc(Br)ccc2c1 | 8% | 8% | 7% | i | -12% | -16 | -8% | 35µM* | -5%
COc1ccc(N2C(=O)NC(=O)/C(=C\c3cn(CC(=O)N4CCOCC4)c4ccccc34)C2=O)c(OC)c1 | -1% | -5% | 3% | i | -62%[inhibitor] | -20 | 4% | 18% | -13%
COc1ccc(-n2c(O)c(C=NCc3ccc4c(c3)OCO4)c(=O)[nH]c2=O)cc1 | -2% | 1% | 18% | i | i | 6 | -6% | -11% | 6%

The final 3 entries of the section before open the next one:
SMILES | aSyn yeast inh | GLP1R ag | FUS yeast rescue | pAkt inh | PTHR1 agonist | DRD3 antagonist | GLP1R inv ag | TDP43 rescue | Abeta rescue
Nc1ccc2cc(Br)ccc2c1 | 8% | 8% | 7% | i | -12% | -16 | -8% | 35µM* | -5%
COc1ccc(N2C(=O)NC(=O)/C(=C\c3cn(CC(=O)N4CCOCC4)c4ccccc34)C2=O)c(OC)c1 | -1% | -5% | 3% | i | -62%[inhibitor] | -20 | 4% | 18% | -13%
COc1ccc(-n2c(O)c(C=NCc3ccc4c(c3)OCO4)c(=O)[nH]c2=O)cc1 | -2% | 1% | 18% | i | i | 6 | -6% | -11% | 6%
CCN(CC)S(=O)(=O)c1ccc(C)c(NCC(=O)Nc2ccc(C#N)c(Cl)c2)c1 | -2% | 2% | · | i | -32%[inhibitor] | -10 | 5.6µM* | 2% | 0%
CCN(CC)CCCN=C(C)c1c(O)n(-c2ccc(C)cc2)c(=O)[nH]c1=O | -2% | 4% | 17% | i | 24%[57.5 µM] | -18 | 21% | -19% | -15%
CC(=O)c1ccc(NC(=O)CSc2nc(=O)cc(N)n2-c2ccccc2)cc1 | 0% | 10% | 37% | i | i | -13 | 30% | · | 21%
CC1OC(NCCc2ccccc2)C(O)C(O)C1O (centres undefined) | -5% | 1% | 1% | i | i | -26 | 1% | 13% | 3%
C1CCCN(C2CCNCC2)CC1 | 6% | 1% | -6% | i | -17% | 3 | -15% | -23% | -8%
O=C(c1ccccc1F)N1CCC2(CC1)OCCO2 | 3% | 7% | -14% | i | -20% | 2 | -4% | -12% | -4%
COc1ccc(OC)c(NC(=O)Cn2cc(C(=O)c3ccccc3)c3ccccc32)c1 | · | 2% | ? | · | 0% | · | ? | 1% | 9%
COC(=O)C1=C(c2cccc(OCc3ccccc3)c2)C[C@@H]2CC[C@H]1N2C(=O)NCc1ccccc1OC | 0% | 4% | ? | i | 9% | -52* | ? | -8% | 3%
O=C(NC(Cc1cnc[nH]1)C(=O)O)c1ccccc1 (centres undefined) | 1% | -2% | -1% | i | -11% | -24 | 7% | -2% | -8%
CCOC(=O)C1CCCN(Cc2ccc(-c3ccccc3)cc2)C1 (centres undefined) | -6% | -4% | 6% | i | -23% | -27 | ? | -21% | -13%
C=C[C@H]1CN2CC[C@H]1C[C@H]2[C@H](O)c1ccnc2ccccc12 | -7% | 1% | -25% | i | i | 10 | -25% | 22% | -7%
Cn1cc(C=O)c2nccnc21 | -1% | -1% | -10% | i | i | -22 | 2% | 7% | -5%
COC(=O)C1=C(c2ccc(-c3ccccc3)c(F)c2)C[C@@H]2CC[C@H]1N2C(=O)N1CCc2cc(OC)c(OC)cc2C1 | -10% | -4% | 38% | i | i | 41 | ? | 28% | 0%
Cc1cc(OCc2ccc([N+](=O)[O-])cc2)c2c3c(c(=O)oc2c1)CCCC3 | 6% | 6% | 19% | i | i | 7 | -12% | -4% | 10%
COc1ccc(C(=O)Nc2cccc(S(=O)(=O)NCc3ccco3)c2)cc1 | 0% | -1% | · | i | -11% | 0 | -16% | 5% | -8%
O=C(c1ccc(Cl)cc1)C1CCCN(Cc2ccc3ncccc3c2)C1 (centres undefined) | 13% | 8% | 22% | i | -29% | ? | ? | -21% | -3%
O=[As](O)(O)c1ccc(N=Nc2ccc(O)cc2)cc1 | -16% | -8% | -20% | i | 22% | -99* | 8% | -17% | -19%
Cc1ccsc1C(=O)C1CCCN(Cc2cccn2-c2ccccn2)C1 (centres undefined) | 2% | 4% | 3% | i | i | -24 | ? | -6% | -10%
c1ccc(C2CC2)c(OCC2=NCCN2)c1 | 3%&2% | 3%&4% | -35% | i | -21% | ? | 3% | 27% | 3%
CCOC(=O)c1c(C)n(Cc2ccco2)c2c1cc(O)c1ccccc12 | -1% | 6% | 29% | i | -14% | -7 | 6% | 9% | -10%
CC(=O)NC1N=C(C)N(c2ccccc2)C1=O (centres undefined) | -2% | 1% | 5% | i | ? | -29 | 0% | -12% | 13%
O=C(c1cc(C(=O)NCc2ccc(Cl)cc2)c(=O)n(Cc2ccc(Cl)cc2)c1)c1cc(F)ccc1O | 2% | 5% | 5% | i | -9% | 24 | ? | 11% | 9%
O=P1(Nc2cccnc2)COc2ccccc2OC1 | 0% | -1% | 33% | i | i | -22 | -3% | -13% | -19%
CCCCn1c(=O)c(C(=O)NC(C)c2ccccc2)c(O)c2ccccc21 (centres undefined) | 4% | 13% | 1% | i | -10% | 38 | ? | -9% | -6%
CC(C)(COC(=O)C(c1ccccc1)c1ccccc1)CN1CCOCC1 | -1% | 7% | 20% | i | -5% | -25 | ? | -24% | -2%
Nc1ccccc1C(=O)OCCc1ccccc1 | -7% | 4% | -29% | i | -93%[inhibitor] | 21 | ? | ? | -9%
CN1CCCC(C(=O)c2ccc(Cl)cc2)C1 (centres undefined) | -19% | -5% | -72% | i | ? | -20 | -1% | -4% | -9%
CCOc1ccc(C2SCC(=O)Nc3c2c(C)nn3C2CCOC(C)(C)C2)cc1 (centres undefined) | 7% | -1% | 12% | i | i | -13 | -3% | 1% | 12%

4 compounds from above, reduced to PTHR1 agonist:
SMILES	PTHR1 agonist
CCOc1ccc(C2SCC(=O)Nc3c2c(C)nn3C2CCOC(C)(C)C2)cc1 (centres undefined)	i
CCOC(=O)c1c(C)n(Cc2ccco2)c2c1cc(O)c1ccccc12	-14%
CN1CCCC(C(=O)c2ccc(Cl)cc2)C1 (centres undefined)	?
O=C(CN1CCOCC1)c1ccc2cc[nH]c2c1	i
